# WT yeast gro inh: growth inhibition of WT yeast, mitochondrial fusion screen | mitochondrial fusion phenotypic screen, WT strain | 190,000 compounds, 2.1% hits | inhibition, % at 10 µM | AID 1362; in the data active = inhibition above about 58%; tested in S. cerevisiae
# MT stabilize HCS: microtubule stabilizers in HeLa cells. HeLa tubulin immunostaining HCS, 24 h; share of cells brighter than vehicle mean+2SD. % tubulin-high responders, % at 10 µM. 200,000 compounds, 0.83% hits. AID 2205;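 active = plate Z-score above 3 for both tubulin-high and condensed-nucleus cell shares, with cell loss under 80%, at 10 µM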;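 note: anti alpha tubulin signal scored within the nucleus-defined area of each cell; some results filed as inactive read as strong as hits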
# bCat nuc transl: alters nuclear translocation of beta-catenin in HeLa cells; immunofluorescence imaging; nuclear translocation activity, % at 5 µM; 190,000 compounds, 0.3% hits; AID 1665;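 active = nuclear translocation activity above 50% at 5 µM, with a well cell count of 50 or more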;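 note: per-cell ratio of nuclear to cytoplasmic median beta-catenin stain intensity; plate controls were DMSO negative control for no effect and GSK-3 inhibitor IX positive control for full effect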
#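 Test system: HeLa cells, endogenous beta-catenin; Compound: single 5 µM dose plus 0.02–20 µM confirmation series; Times: compound exposure 24 h at 37°C; Signal: fluorescence imaging of beta-catenin antibody stain plus DAPI; Read-out: % activation, nuclear-to-cytoplasmic median beta-catenin signal ratio per cell.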
# Dynein transport: dynein cargo transport inhibition; 3617.4 mouse cells, GR-EGFP nuclear translocation imaging; test concentration mostly 20 µM; stimulated with dexamethasone, 1 µM; stronger effect = lower value; z-score, hits read low; 220,000 compounds, 0.47% hits;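 active = plate z-score of nuclear minus cytoplasmic receptor signal below a set negative limit, without overly bright fluorescence or cell loss, cut at about -3.5 in these data, passing the limit was not always enough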;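 note: z-score of nuclear minus cytoplasmic ring GR-EGFP intensity difference per well; some compounds called inactive have numbers as strong as hits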
#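 Medium: Induction medium lacking tetracycline, stripped serum | Probe or stimulus: 1.0 µM final dexamethasone stimulus | Schedule: 48 h induction, then 1 h compound, then 30 min agonist, 37 °C | Signal: Automated 10x imaging of fixed Hoechst-stained cells | Evaluation: Per-cell GR-EGFP intensity, nucleus versus surrounding cytoplasmic ring, well-averaged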
# Autophagy mod: autophagy modulation, high-content screen; MEF GFP-LC3 puncta imaging; test concentration mostly 10 µM; calls only at 10 µM (by protocol); 190,000 compounds, 0.98% hits; AID 463193;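 active = percentage of spot-positive cells more than 3 SD above its plate mean, without a fluorescence outlier flag or 80% toxicity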;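 note: spot-positive cell cutoff set from DMSO-treated cells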
# CSM14.1 death rescue: rescue of cells from ER stress-induced death, primary screen, 384-well, CSM14.1, thapsigargin, ATP luminescence (AID 1222) | CSM14.1 thapsigargin-induced death rescue, ATP luminescence; higher % means a stronger effect | one-dose cellular ATP content (survival), % at 20 µM; EC50 in µM for titrated hits | 190,000 tested, under 10 active;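 active = EC50 below 50 µM in the dose-response confirmation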;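 note: death triggered by thapsigargin at about 15 µM added after 2 h compound pretreatment; cell ATP read after overnight thapsigargin exposure of roughly 18 to 22 hours; normalized against plate controls of thapsigargin alone and 5% DMSO vehicle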
# XIAP displacement: small molecules displacing peptide from XIAP – biochemical, IAP family, fluorescence polarization (AID 1018) | XIAP BIR domain, fluorescence polarization peptide displacement; higher % means a stronger effect | displacement, % at 20 µM, or IC50 in µM where a hit was titrated | 200,000 compounds, 0.007% hits; in the data active = displacement above about 50%; note: a part of the inactive calls stands beside numbers as strong as those of hits
# Hep lipid drop: hepatic lipid droplet formation modulation | AML12 mouse hepatocytes, oleate lipid droplets, BODIPY imaging | inhibition, % at 6.5 µM | 240,000 compounds, 0.4% hits | AID 1656;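 active = lipid droplet intensity inhibited by at least 50%, with more than 500 cells counted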
#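 Assay system: AML12 mouse liver cells | Compound dosing: One dose, 6.5 µM compound | Read-out basis: Droplet intensity reduction, % inhibition | Measured by: Fluorescence imaging, 20x objective, two fields per well | Schedule: Overnight treatment with compound plus oleate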
# Ins promoter up: MIN6 insulin promoter up-regulation; 190,000 compounds, 0.3% hits; z-score at 5 µM; MIN6 insulin promoter-GFP reporter, high-content imaging; stronger effect = higher value; AID 1625;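 active = z-score above 3 at 5 µM with at least 500 cells counted in the well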
# WT yeast gro inh mutant strain: recorded beside WT yeast gro inh, whose call it bears; inhibition, %; mitochondrial fusion phenotypic screen, mutant strain inhibition
# Dynein transport cytoplasmic EGFP: further read-out of Dynein transport, marked with its call; z-score; measured here: cytoplasmic GR-EGFP intensity; stronger effect = higher value
# Dynein transport nuclear GR-EGFP: second read-out of Dynein transport, no call of its own (marks repeat the call); z-score; measured here: nuclear GR-EGFP intensity;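 lower value marks the stronger effect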
# Dynein transport cell count: second read-out of Dynein transport, no call of its own (marks repeat the call); z-score; measured here: cell count per field
# Ins promoter up cell count: also measured in Ins promoter up; calls as there; cell count; measured here: cytotoxicity, nuclei count;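 total cells summed across four imaged fields per well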
# Hep lipid drop cells 6.5 µM: second read-out of Hep lipid drop, no call of its own (marks repeat the call); cell count; measured here: cell count, cytotoxicity flag;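 cells counted across two imaged fields per well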
# bCat nuc transl cell count 5 µM: recorded beside bCat nuc transl, whose call it bears; cell count; measured here: cell count, cytotoxicity flag
# MT stabilize HCS Hoechst-high %: further read-out of MT stabilize HCS, marked with its call; % Hoechst-high responders; measured here: nuclear condensation Hoechst responders;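 share of cells brighter than vehicle mean plus two SD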
# MT stabilize HCS cytotoxicity %: recorded beside MT stabilize HCS, whose call it bears; toxicity, %; measured here: cytotoxicity by cell density;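 0% = mean cell density of plate MIN control wells and 100% = no cells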
# Autophagy mod cell loss 18 h: second read-out of Autophagy mod, no call of its own (marks repeat the call); toxicity, %; measured here: cell loss, nuclei count;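 cell loss after 18 h compound exposure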
# * = called active by the depositor; i = inactive; . = no result given.
# The first 3 compounds (preview)
SMILES,WT yeast gro inh,WT yeast gro inh mutant strain,MT stabilize HCS,MT stabilize HCS Hoechst-high %,MT stabilize HCS cytotoxicity %,bCat nuc transl,bCat nuc transl cell count 5 µM,Dynein transport,Dynein transport cytoplasmic EGFP,Dynein transport nuclear GR-EGFP,Dynein transport cell count,Autophagy mod,Autophagy mod cell loss 18 h,CSM14.1 death rescue,XIAP displacement,Hep lipid drop,Hep lipid drop cells 6.5 µM,Ins promoter up,Ins promoter up cell count
Cc1cccc(NS(=O)(=O)c2ccc3[nH]c(=O)cc(C(=O)OC(C)C(=O)Nc4ccc([N+](=O)[O-])cc4)c3c2)c1 (stereo not drawn),-11,-12,1.2,1.5,23,-1.8,1026,-0.52,-0.34,-0.37,0.59,i,-7,-0.3%,-5.6%,7,676,-0.5,1484
CCOCCCNC(=O)c1ccccc1SCC,-9,-2,3.6,2.4,9.4,3.3,973,0.27,-0.25,0.093,0.31,i,28,-2.8%,-5.9%,-6,741,.,.
Cn1c(=O)cc(OCCCC(=O)NCc2ccc(F)cc2Cl)c2ccccc21,-6,-5,2.4,3.3,5.4,-0.5,1145,1.9,-0.084,0.6,-1.9,i,3,-1.0%,-8.6%,14,774,-0.25,1225

# Main list, previewed entries included:
SMILES,WT yeast gro inh,WT yeast gro inh mutant strain,MT stabilize HCS,MT stabilize HCS Hoechst-high %,MT stabilize HCS cytotoxicity %,bCat nuc transl,bCat nuc transl cell count 5 µM,Dynein transport,Dynein transport cytoplasmic EGFP,Dynein transport nuclear GR-EGFP,Dynein transport cell count,Autophagy mod,Autophagy mod cell loss 18 h,CSM14.1 death rescue,XIAP displacement,Hep lipid drop,Hep lipid drop cells 6.5 µM,Ins promoter up,Ins promoter up cell count
Cc1cccc(NS(=O)(=O)c2ccc3[nH]c(=O)cc(C(=O)OC(C)C(=O)Nc4ccc([N+](=O)[O-])cc4)c3c2)c1 (stereo not drawn),-11,-12,1.2,1.5,23,-1.8,1026,-0.52,-0.34,-0.37,0.59,i,-7,-0.3%,-5.6%,7,676,-0.5,1484
CCOCCCNC(=O)c1ccccc1SCC,-9,-2,3.6,2.4,9.4,3.3,973,0.27,-0.25,0.093,0.31,i,28,-2.8%,-5.9%,-6,741,.,.
Cn1c(=O)cc(OCCCC(=O)NCc2ccc(F)cc2Cl)c2ccccc21,-6,-5,2.4,3.3,5.4,-0.5,1145,1.9,-0.084,0.6,-1.9,i,3,-1.0%,-8.6%,14,774,-0.25,1225
COCCCn1nnnc1SCC(=O)Nc1ccc2c(c1)OCCO2,21,5,2.3,1.3,0.5,0.4,1018,0.48,-0.23,0.58,-0.98,i,16,-1.0%,-12%,0,719,0.22,1461
CCN(CC)S(=O)(=O)c1ccc(C(=O)N(c2ccc(C)cc2)C2C=CS(=O)(=O)C2)cc1 (stereo not drawn),-9,7,5.3,2.9,11,2.2,963,0.86,-0.27,0.68,-1.5,i,-9,-1.5%,-2.0%,9,690,-0.25,1118
O=c1[nH]c(SCc2cccc([N+](=O)[O-])c2)nc2[nH]ncc12,-19,-12,1.5,1.7,2.9,-5.1,1118,-0.57,-0.37,-0.15,0.89,i,2,-1.0%,-4.0%,-10,588,-0.38,1514
O=C(Nc1ccccc1C(=O)N1CCCCCC1)c1cccc(S(=O)(=O)N2CCOCC2)c1,18,26,3.9,2.0,5.7,0.0,1058,1.5,-0.18,0.44,-0.38,i,8,.,0.5%,-40,549,0.27,1207
COc1ccc(C)cc1NC(=O)CCS(=O)(=O)c1ccc2c(c1)CCN2C(C)=O,1,7,3.0,1.9,5.3,-0.3,1202,-0.00034,-0.28,0.68,-0.44,i,19,-0.7%,-8.9%,3,710,0.7,1214
CCc1nnc(NC(=O)CSc2nnc(C)n2Cc2ccccc2)s1,-2,-13,2.6,2.0,4.1,-0.7,1195,-0.53,-0.25,-0.23,1.4,i,1,0.0%,0.7%,2,719,0.15,1055
O=C(CN1CCCCCCC1)Nc1cc(Cl)cc(Cl)c1,-9,-10,5.2,2.3,6.2,-2.8,1082,1.5,0.12,0.76,-0.39,i,-5,-0.9%,-8.6%,-6,678,-0.62,1250
CCOC(=O)CSc1nc2sc(C)c(C)c2c(=O)n1C,-6,-2,2.3,1.7,6.7,-0.6,1065,-0.36,-0.25,0.01,0.3,i,0,0.4%,-0.3%,8,707,0.65,1321
CCOc1ccccc1CNC(=O)C1CCN(C(=O)c2sccc2-n2cccc2)CC1,-7,-8,4.4,2.3,0.0,-1.8,878,-0.5,-0.17,0.0057,-0.26,i,5,-2.0%,-7.5%,.,.,-0.73,1043
CCOc1ccccc1Nc1nnc(Cc2ccccc2Cl)c(=O)[nH]1,2,4,7.6,3.6,2.8,-0.2,1337,-0.54,-0.29,-0.16,0.1,i,-8,-2.2%,-2.2%,.,.,0.27,1287
Cc1ccccc1-n1ncc(C(C)NC(=O)c2ccccc2)c1C (stereo not drawn),-2,-13,2.3,1.2,8.5,0.7,1449,0.51,-0.22,0.82,-0.63,i,-5,-0.6%,5.3%,14,715,0.12,1320
Cc1ccc2c(c1)C(c1ccccc1)N(C(=O)c1cc3ccccc3oc1=O)CC(=O)N2 (stereo not drawn),0,5,3.1,3.1,8.2,-0.6,552,-1.5,-0.22,0.083,0.18,i,-10,11%,-4.5%,29,747,-4.4,591
Brc1cc2c(cc1Br)OCCOCCOCCO2,.,.,.,.,.,0.8,1374,-0.88,-0.27,-0.51,1.2,.,.,.,.,12,752,0.73,1081
CCOC(=O)Cc1csc(NC(=O)CSc2nnc(-c3ccncc3)o2)n1,17,-9,4.0,2.0,2.1,0.0,1569,-0.83,-0.39,-0.88,1.9,i,-8,-1.2%,-2.9%,11,636,0.22,1488
O=C(Cc1ccccc1)NC(c1ccco1)c1c(O)ccc2ccccc12 (stereo not drawn),-12,-24,2.7,2.5,8.0,0.4,1587,-0.59,-0.22,-0.47,1.1,i,-12,3.6%,-5.6%,-28,702,0.08,1232
COc1cc(/C=N/NC(=O)c2cccnc2)ccc1OC(=O)c1ccco1,-34,-28,2.4,1.2,6.7,.,.,0.54,-0.2,0.55,-0.11,i,-30,-0.2%,-5.1%,.,.,.,.
Cc1ccc(-c2ccc(/C=C(\C#N)C(N)=S)n2C)cc1,.,.,.,.,.,-1.4,1029,-1.1,3.2,0.018,0.81,.,.,.,.,-3,746,-0.19,1192
CCN(C(=O)c1ccc(S(C)(=O)=O)cc1)C12CC3CC(CC(C3)C1)C2,0,-14,9.0,1.3,9.4,-0.1,1040,0.23,-0.12,0.26,-0.79,i,6,-0.4%,-7.8%,12,632,0.42,1587
Cc1onc(-c2c(F)cccc2Cl)c1C(N)=S,-15,-15,4.0,3.8,12,-3.0,1053,-0.5,-0.25,-0.55,0.93,i,-9,.,-5.1%,5,658,-0.6,1367
Cc1cc(-n2nc(C)cc2C)n2ncc(-c3ccccc3)c2n1,-2,10,4.2,2.9,12,-5.1,761,-0.28,-0.21,0.053,-0.065,i,-1,-1.7%,-6.3%,.,.,0.96,1072
Nc1nc(SCC(=O)Nc2ccccc2)[nH]c(=O)c1NC(=O)c1cccs1,-13,-5,3.3,2.5,9.8,-3.7,571,-1,0.22,0.043,0.75,i,-3,-1.0%,-1.8%,31,770,-0.16,1225
Cc1nc(N2CCCCC2)sc1C=O,-1,9,1.7,3.4,9.1,1.3,1049,0.79,-0.31,0.56,-0.51,i,10,2.2%,-4.7%,16,672,-0.85,1189
COC(=O)c1cccnc1SCc1ccccc1,-23,-4,3.5,2.1,6.7,1.8,487,-0.077,-0.27,-0.1,-0.48,i,-1,-0.7%,-51%,2,769,.,.
CCOc1ccc(NC(=O)c2cc(C)nc3ccccc23)cc1,-5,-17,1.5,0.9,4.3,-2.3,1146,0.37,-0.041,0.11,0.081,i,18,-0.8%,-6.4%,-4,715,-0.49,1515
COC(=O)c1ccc(NC(=O)CN(c2ccc3c(c2)OCO3)S(C)(=O)=O)cc1,-25,9,1.9,1.4,6.3,-1.3,547,0.12,0.053,0.45,-0.41,i,-2,-1.5%,-6.3%,4,758,-0.02,1147
NS(=O)(=O)c1ccc(CCNCC(=O)N2CCC(Cc3ccccc3)CC2)cc1,.,.,.,.,.,-1.6,1095,0.39,-0.24,-0.027,0.39,.,.,.,.,-2,740,0.79,1444
COc1ccc(C(=O)CSc2nnc(-c3cnccn3)n2Cc2ccco2)cc1,-1,-3,5.0,1.7,4.9,-0.6,1120,1.5,-0.17,1.1,-1.7,i,-4,-0.6%,-11%,.,.,0.05,1026
CC1(C)CC2=C(CO1)C(=S)NC(c1ccccc1)N2CC1CCCO1 (stereo not drawn),.,.,.,.,.,0.0,1279,-1.3,-0.21,-0.051,1.3,.,.,.,.,0,705,0.39,1124
COc1cccc(C(=O)NCCn2ccc3ccccc32)c1,14,3,4.4,1.2,7.7,0.2,1050,0.13,-0.14,0.19,-0.11,i,14,.,-2.6%,20,687,0.35,1511
O=C(Nc1nccs1)c1ccc(-c2ccc(Cl)cc2)o1,62,64,11,1.2,7.0,-0.1,1467,0.37,-0.36,-0.2,0.49,i,37,-1.9%,-5.2%,2,702,-0.55,1318
CC(=O)Nc1cc(C(=O)N2CCN(C)CC2)ccc1S(=O)(=O)c1ccc(C)cc1,-6,1,2.7,1.6,7.2,.,.,0.6,-0.21,0.29,0.67,i,35,-0.8%,-1.1%,0,759,.,.
